# Screening data deposited in PubChem by several laboratories.
# ASAP1 GAP inh = blocks human ASAP1-stimulated Arf1 GTP hydrolysis; Q9ULH1; inhibition, % at 16.5 µM; AID 624377; GDP FP detection; hit rate 0.19% among 360,000; in the data active = inhibition above about 25%;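 note: 0% = vehicle with enzyme and substrate and 100% = no enzyme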
# ARFGAP1 inh = rat ARFGAP1 inhibition; Arfgap1-stimulated ARF1 GTP hydrolysis, GDP FP detection; hit rate 0.26% among 360,000; inhibition, % at 16.5 µM; AID 651572; Q62848;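 active = inhibition above a per-plate limit, mean inhibition of low control wells plus 3 SD, cut at about 25% in these data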;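 note: 0% = DMSO wells with enzyme and 100% = wells lacking Arfgap1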
# Target sequence (Q62848 1-136 limits assumed): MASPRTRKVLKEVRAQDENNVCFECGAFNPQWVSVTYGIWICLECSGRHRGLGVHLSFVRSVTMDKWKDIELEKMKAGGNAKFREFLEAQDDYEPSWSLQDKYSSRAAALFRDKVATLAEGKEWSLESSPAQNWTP
#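 Material: truncated rat Arfgap1 GAP domain; Incubation: compound-enzyme preincubation 20 min, reaction 120 min, detection 60 min, 25 °C; Read-out: percent inhibition of Arfgap1-stimulated GTP hydrolysis; Technique: FP, GDP Alexa 633 tracer displaced from anti-GDP antibody, 620/688 nm; Controls: No-Arfgap1 wells (100%) versus DMSO full-reaction wells (0%); Replication: single well per compound.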
# DDE Tn6 FP inh = disrupts Tn6 cyclic peptide binding to fibrin D-Dimer-E complex; Fibrin DD(E) TRITC-Tn6 fluorescence polarization displacement; inhibition, % at 8.3 µM; P02675; hit rate 0.21% among 370,000;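 active = inhibition above a per-campaign cutoff: mean of compounds within control limits plus 3 SD, cut at about 15% in these data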;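 note: 0% = median of all compound wells on the plate and 100% = blocking peptide control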
# Target sequence (P02675 whole entry, looked up): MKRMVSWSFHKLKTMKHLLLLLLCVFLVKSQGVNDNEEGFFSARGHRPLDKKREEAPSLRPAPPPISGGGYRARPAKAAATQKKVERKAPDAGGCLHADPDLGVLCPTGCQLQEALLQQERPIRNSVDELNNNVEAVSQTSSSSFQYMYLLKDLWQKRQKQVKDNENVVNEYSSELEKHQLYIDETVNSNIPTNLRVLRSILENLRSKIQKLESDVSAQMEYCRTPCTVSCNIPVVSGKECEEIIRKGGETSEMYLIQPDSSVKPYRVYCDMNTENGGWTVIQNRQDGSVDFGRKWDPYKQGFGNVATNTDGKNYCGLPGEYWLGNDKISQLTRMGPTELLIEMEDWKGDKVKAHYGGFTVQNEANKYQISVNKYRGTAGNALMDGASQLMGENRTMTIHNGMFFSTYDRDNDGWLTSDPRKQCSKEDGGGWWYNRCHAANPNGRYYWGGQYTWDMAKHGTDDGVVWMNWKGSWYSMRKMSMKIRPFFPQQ
# KLK7 zymogen act = proKLK7 (human) activation, primary screen; P49862; purified proKLK7, EDANS-DABCYL substrate fluorescence; 100% is mature enzyme control, 0% vehicle; activation, % at 7 µM; hit rate 0.9% among 370,000; AID 652039;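 active = activation above the mean of all tested compounds plus 3 SD, computed per campaign excluding outliers beyond control limits, cut at about 13% in these data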
# Target sequence (P49862 whole entry, looked up): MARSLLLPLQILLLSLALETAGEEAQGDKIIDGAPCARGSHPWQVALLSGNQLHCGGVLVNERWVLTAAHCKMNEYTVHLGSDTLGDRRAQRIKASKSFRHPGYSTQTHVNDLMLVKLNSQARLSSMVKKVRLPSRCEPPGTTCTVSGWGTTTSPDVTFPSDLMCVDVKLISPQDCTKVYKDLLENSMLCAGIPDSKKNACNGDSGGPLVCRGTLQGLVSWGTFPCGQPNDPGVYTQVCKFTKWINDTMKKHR
# HGIII-sPLA2 inh = Inhibits HGIII-sPLA2 liposome hydrolysis, primary screen; QFRET BODIPY PC-A2 liposome hydrolysis, fluorescence; inhibition, % at 12.2 µM; hit rate 0.56% among 370,000;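 active = inhibition above mean plus 3 SD of compounds lying within the high and low control bounds, cut at about 19% in these data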;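 note: 0% = median of test compound wells and 100% = no enzyme DMSO wells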
# UHRF1 MBD2 ctr = UHRF1 methyl-DNA binding inhibition; Q96T88; UHRF1 binding to methylated oligo, TR-FRET; inhibition, % at 4.4 µM; hit rate 0.75% among 370,000; AID 687016; in the data active = inhibition above about 21%;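 note: UHRF1 SRA domain binding a hemimethylated CpG hairpin DNA probe; 0% = median of test compound wells and 100% = reference inhibitor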
# PLCg1 inh = PLC-gamma1 (human) inhibition, primary screen; hit rate 0.84% among 370,000; purified PLC-gamma1, fluorogenic substrate, fluorescence; inhibition, % at 12.2 µM; in the data active = inhibition above about 9.5%
# DDE Tn7 FP inh = disrupts Tn7 cyclic peptide binding to fibrin D-Dimer-E complex | inhibition, % at 8.3 µM | P02675 | hit rate 0.13% among 370,000 | FP displacement of FITC-Tn7 peptide from fibrin DD(E); 0% = median of compound wells per plate;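 active = inhibition above the mean of compounds falling within the control limits plus 3 SD of them, cut at about 14% in these data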;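 note: 0% = plate median of compound wells and 100% = 10 µM Aha-Tn7 peptide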
#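 system = human fibrin DD(E) protein | quantity = DD(E) 2 µM final | medium = Tris/NaCl/CaCl2 buffer, pH 7.8 | also added = labelled Tn7 tracer, 0.1 µM | compound dosing = single point at 8.3 µM | timing = compound with protein 10 min, then 3 h after probe, room temperature | signal = FP measurement | benchmarks = Aha-Tn7 high control | repeats = one replicate per compound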
# Rev-erbA mod = modulators of human Rev-erb alpha DNA binding | Rev-erbα–FITC-DNA binding, fluorescence polarization, 90 min | P20393 | activity, % at 10 µM | hit rate 0.79% among 370,000 | AID 1259318;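 active = activity above about 14%, limit read from the data; passing the limit was not always enough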;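 note: 0% = DMSO wells with 35 nM protein and 100% = DMSO wells with 750 nM protein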
# PLC-beta3 inh = inhibitors of human phospholipase C beta3 | Q01970 | Purified PLC-beta3, fluorogenic substrate, fluorescence | inhibition, % at 12.2 µM | hit rate 0.18% among 370,000; in the data active = inhibition above about 11%;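 note: 0% = median of compound wells on plate and 100% = full blocker control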
# * hit, by the source's call; i = inactive.
SMILES,ASAP1 GAP inh,ARFGAP1 inh,DDE Tn6 FP inh,KLK7 zymogen act,HGIII-sPLA2 inh,UHRF1 MBD2 ctr,PLCg1 inh,DDE Tn7 FP inh,Rev-erbA mod,PLC-beta3 inh
COC(=O)c1cc(NC(=O)N2c3ccccc3Sc3ccccc32)cc(C(=O)OC)c1,-4.0,-15.4,-0.7,2.9,15.9,-1.4,-47.2,-2.0,-7.3,-62.6
O=S(=O)(c1ccc(Cl)cc1)N1CCN(c2nc(-c3cccs3)nc3ccccc23)CC1,5.2,-2.0,-2.6,0.1,-0.5,11.0,-11.0,-2.6,29.4*,-7.9
Cc1cc(NC(=O)COC(=O)CCCOc2ccc(Cl)cc2C)no1,2.7,-4.9,10.5,-0.2,-7.0,2.4,-0.3,6.7,6.9,-0.1
Cc1cc(C)n(-c2nc(N(C)C)nc(N3CCOCC3)n2)n1,-3.1,-3.0,-2.2,-0.3,4.3,1.8,-1.0,1.4,-5.2,0.1
CN(CC(=O)Nc1ccccc1C(F)(F)F)C(=O)C1CCN(S(=O)(=O)c2ccc3c(c2)OCCO3)CC1,0.0,2.3,-4.9,-0.1,-6.0,-1.7,3.3,-2.5,-4.6,-7.9
COc1cccc(C2C3=C(CC(C)(C)CC3=O)Nc3n[nH]c(C)c32)c1 (centres undefined),-5.0,-7.6,2.6,5.3,-1.8,-2.1,-238.7,-1.5,-8.1,-287.6
Cc1occc1C(=O)N/N=C/C=C\c1ccccc1[N+](=O)[O-],-6.8,12.3,5.3,-0.1,1.5,-2.2,3.5,-2.5,-8.3,4.4
Cc1ccc(NC(=O)CSc2nc3c([nH]c4ccccc43)c(=O)n2C)cc1,-10.7,10.8,-3.9,-0.2,-1.5,-0.5,0.2,-4.7,-4.6,2.8
COCC1CCCCN1C(=O)c1ccc2nc(Cc3ccc(OC)c(OC)c3)oc2c1 (centres undefined),-5.2,-6.8,0.8,0.4,-7.5,0.9,-5.3,-0.5,3.4,-2.4
Cc1cccn2c(=O)c3cc(C(=O)NCCc4ccccc4)c(=N)n(CCCn4ccnc4)c3nc12,-8.2,3.9,-1.7,2.6,1.7,-5.2,-268.8,-6.9,-2.2,-364.1
CCN(C(=O)COc1cc(=O)n(C)c2ccccc12)c1cccc(Cl)c1,-0.5,-2.5,3.7,0.2,-4.7,1.0,2.3,2.5,-1.9,0.2
CC(=O)Nc1ccc(NC(=O)C(Cc2ccccc2)NC(=O)C2CCC(C)CC2)cc1 (centres undefined),1.8,19.9,-6.5,-0.3,24.7*,6.2,1.6,0.7,-0.4,-3.4
Cc1cc(OC(=O)c2cccc([N+](=O)[O-])c2)c(C)cc1CN1CCOCC1,-5.4,-1.9,-6.8,0.9,-1.1,-2.5,4.6,-6.2,-5.7,-4.3
COc1cccc(C=NNC(=S)NC2CC3CCC2C3)c1O (centres undefined),9.1,-14.7,3.4,-0.4,26.4*,-2.8,-204.0,1.9,11.2,-283.5
Cc1ccc(/C=C2/C(=N)N3N=C(CC(=O)N4CCCC4)SC3=NC2=O)cc1,-6.0,-10.6,1.6,-0.5,-3.4,-0.5,-7.1,2.6,3.8,-16.2
O=C(CN(C(=O)c1csnn1)c1cccc(F)c1)NCc1ccc(F)cc1,-5.9,6.4,-1.6,0.5,-2.4,-1.4,0.0,8.1,-8.3,1.6
Cc1ccc(CNC(=O)c2ccc3c(c2)NC(=O)CS3)cc1,-4.8,-0.8,-4.5,0.6,-3.7,-0.6,1.4,2.4,8.3,0.8
CCN(CCNC(=O)CCCn1nc(C)n2c(cc3sccc32)c1=O)c1ccccc1,0.1,2.8,1.8,0.4,-2.0,1.2,2.3,6.4,3.6,3.4
C=CCn1c(=NC(=O)c2ccc(S(=O)(=O)N3CCCC3)cc2)sc2cc(NC(C)=O)ccc21,17.9,23.2,3.4,-175.1,-18.9,-2.4,-174.3,-3.7,51.5*,i
COc1ccc(NC(=O)CN(C)C(=O)c2cn(-c3ccccc3)nc2-c2cccs2)cc1,11.6,6.6,-1.7,0.7,-23.4,-3.8,8.1,5.0,-4.9,-6.9
Brc1ccc(CN2CCN(c3ncc(Cc4ccccc4)cn3)CC2)cc1,1.5,-1.1,2.4,0.6,-2.6,-1.3,-4.8,0.0,1.9,-4.4
C=CCn1c(=O)n(C(=O)OCC)c2cc(Br)ccc21,13.9,6.9,-5.1,-0.3,4.3,4.6,5.3,9.2,-3.8,-3.6
CCCn1c(NCc2ccc(N(C)C)cc2)nc2ccccc21,-8.8,12.4,-3.1,0.3,14.1,-2.4,3.9,1.9,-3.5,2.1
CC1CCN(C(=O)c2ccccc2SCC(=O)NCC2CCCCC2)CC1,7.7,-5.1,-7.0,0.0,6.6,2.6,4.9,-2.2,-2.3,-8.9
CCOC(=O)[C@H]1[C@H]2COc3ccccc3[C@@H]2N2C(=O)c3cc(F)ccc3NC(=O)[C@@]12C,0.5,17.9,-6.3,0.6,4.9,3.0,2.4,0.6,2.5,-0.9

# Molecules shown so far that contain two or more sulfur atoms:
SMILES,ASAP1 GAP inh,ARFGAP1 inh,DDE Tn6 FP inh,KLK7 zymogen act,HGIII-sPLA2 inh,UHRF1 MBD2 ctr,PLCg1 inh,DDE Tn7 FP inh,Rev-erbA mod,PLC-beta3 inh
O=S(=O)(c1ccc(Cl)cc1)N1CCN(c2nc(-c3cccs3)nc3ccccc23)CC1,5.2,-2.0,-2.6,0.1,-0.5,11.0,-11.0,-2.6,29.4*,-7.9
C=CCn1c(=NC(=O)c2ccc(S(=O)(=O)N3CCCC3)cc2)sc2cc(NC(C)=O)ccc21,17.9,23.2,3.4,-175.1,-18.9,-2.4,-174.3,-3.7,51.5*,i

# The list continues.
SMILES,ASAP1 GAP inh,ARFGAP1 inh,DDE Tn6 FP inh,KLK7 zymogen act,HGIII-sPLA2 inh,UHRF1 MBD2 ctr,PLCg1 inh,DDE Tn7 FP inh,Rev-erbA mod,PLC-beta3 inh
Cc1ccc(S(=O)(=O)N2CCN(Cc3ccccc3)CC2)s1,2.1,8.6,1.9,0.0,7.9,4.4,5.1,-2.3,5.4,1.6
Nc1c(-c2ccc(Cl)cc2)cnc2c(-c3ccc(F)cc3)cnn12,-2.4,-3.9,1.5,1.3,3.3,-0.4,-54.3,-1.9,2.9,-76.4
Cn1c(CN2CCOCC2)c(C#N)c2ccccc21,1.2,5.6,-3.3,-10.7,1.2,-1.6,-22.1,-5.0,-0.5,-26.4
CC(=O)N/N=C(\C)CCc1ccccc1,-6.3,5.8,5.1,-0.3,-3.2,0.0,0.2,-1.7,4.6,-3.1
Cc1ccc(-c2nn(C)c(=O)c3ccccc23)cc1S(=O)(=O)NCCO,-5.2,0.7,-0.5,0.3,2.0,-0.1,1.2,-6.3,-0.7,3.7
Nc1nnc(SCC(=O)Nc2cccc(Cl)c2)s1,-5.6,2.2,-2.9,-0.3,2.3,0.9,4.5,1.7,-0.1,-6.4
C[C@@H]1CN([C@@H](C)CO)C(=O)CCCn2cc(nn2)CO[C@H]1CN(C)C(=O)OCc1ccccc1,-10.7,-2.7,-4.0,-0.1,5.3,-2.8,3.8,1.2,0.9,6.6
COc1cc(OC)cc(-n2nnnc2SCC(=O)N2CCCC2)c1,8.8,7.7,-0.1,-0.3,-0.5,-1.2,-0.9,6.0,-1.5,2.2
COc1ccc(S(=O)(=O)Nc2ccccc2OC)cc1NC(=O)c1cc2ccccc2oc1=O,4.1,11.0,-3.8,0.0,14.2,4.1,3.7,-5.1,0.3,-1.6
Cc1ccc(C)c(NC2CCCCC2NS(=O)(=O)c2ccccc2)c1 (centres undefined),10.9,4.7,4.9,-0.4,-1.4,0.0,0.2,0.0,6.5,-4.0
O=S(=O)(c1ccccc1)n1ccc2cccnc21,-4.3,6.1,6.2,-0.1,2.2,5.1,-0.8,-4.0,-3.5,1.5
CN(C)c1ccc(NC(=S)NC(=O)/C=C/c2ccco2)cc1,7.1,6.1,-0.7,-0.1,2.7,0.9,1.8,1.3,-5.3,-3.6
Cc1ccc(-c2nnc3c4ccccc4c(C)nn23)cc1S(=O)(=O)N1CCN(CCO)CC1,2.4,0.2,7.2,-0.4,3.4,-2.4,-5.4,-5.5,-3.8,-6.5
COc1ccccc1C(=O)NCCC(=O)N(C)CC(=O)Nc1ccc(C)cc1,-1.1,4.1,-3.4,0.1,-3.3,-0.9,-0.3,-1.6,-0.4,1.9
Cn1c(=O)c2c(nc(Cl)n2Cc2ccc(Cl)c(Cl)c2)n(C)c1=O,-18.2,10.7,1.6,-0.8,5.6,5.0,-2.3,-0.5,-4.8,-0.1
COc1ccc(C2=NN(C(=O)c3cccnc3)C(c3ccccc3)C2)cc1 (centres undefined),-17.1,1.4,-4.7,-0.2,-6.2,0.0,-4.8,3.1,3.4,-57.7
CCOc1ccc(S(=O)(=O)NCc2ccc3c(c2)OCO3)cc1C,7.1,12.8,-0.1,-0.4,-4.8,0.8,2.3,4.0,2.4,-4.7
S=C(NCCc1ccccn1)Nc1ccccc1Cl,2.5,7.3,2.2,0.6,5.3,-0.1,-2.0,1.0,-1.8,0.2
COc1ccc(Cn2nc(-c3ccccc3)c(N3CCCCC3)cc2=O)cc1,8.0,-9.0,10.2,-0.7,-11.0,-2.3,-5.0,4.3,1.9,-6.3
CCCCN(CC)CCCNC(=O)CC1Oc2ccccc2NC1=O (centres undefined),7.2,6.7,10.6,-0.2,6.2,2.1,1.5,-3.9,-3.8,2.0
Cn1cccc1CC(=O)N/N=C/c1cc([N+](=O)[O-])ccc1Cl,-3.3,-12.4,-12.1,0.3,-7.6,0.7,4.5,-2.9,-4.3,-2.0
CCCCC(=O)Nc1ccccc1N1CCN(c2ccc(F)cc2)CC1,-3.7,-20.6,-2.4,0.4,9.7,-0.3,0.6,-3.4,-0.9,-5.2
O=C(c1cnccn1)N1CCN(S(=O)(=O)c2cccc(Cl)c2)CC1,-5.7,17.6,2.0,0.1,-2.5,2.1,1.5,-0.5,-4.7,2.0
CC(=O)Nc1ccc(S(=O)(=O)Nc2c(C)nn(-c3ccccc3)c2C)cc1,0.4,4.0,0.9,-0.5,-1.2,-1.8,2.2,-0.2,1.1,-15.1
COc1cc(C(=O)N/N=C/c2coc3ccccc3c2=O)cc(OC)c1OC,0.9,-12.6,4.8,4.8,-11.8,-1.7,0.1,-5.1,-0.1,-9.3
O=C(CC1C(=O)NCCN1CC1CCCCC1)NCCCN1CCOCC1 (centres undefined),-17.5,-5.3,7.0,-0.6,4.1,0.1,-7.2,5.0,4.1,-9.6
CCCCCCCNC(=O)C1(CC2CC(c3cccc(Br)c3)=NO2)CCN(C(=O)C2CCCC2)CC1 (centres undefined),3.7,1.7,-10.3,-0.3,-8.5,6.8,0.9,3.4,-6.3,-3.1
COc1ccc(CCNC(=O)CCc2nnc(Cc3ccc4c(c3)OCO4)o2)c(OC)c1,3.3,0.7,-6.1,-0.9,0.2,1.2,2.4,-3.8,2.4,-9.2
